Compound activity deposited in PubChem by Broad Institute.
ERp5 inh: inhibitors of ERp5-driven insulin aggregation, primary screen, biochemical, turbidity, absorbance 650 nm, single point; Protein disulfide-isomerase A6 (Homo sapiens), Q15084; 90 min; inhibition, % at 9.99 µM; 0.05% of 350,000 active;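 active means mean replicate inhibition above about 25%, with every replicate also reaching it, limit read from the data, passing the limit was not always enough; inconclusive means only one of those two criteria met; inactive means neither criterion met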
Target sequence (Q15084 whole entry, looked up): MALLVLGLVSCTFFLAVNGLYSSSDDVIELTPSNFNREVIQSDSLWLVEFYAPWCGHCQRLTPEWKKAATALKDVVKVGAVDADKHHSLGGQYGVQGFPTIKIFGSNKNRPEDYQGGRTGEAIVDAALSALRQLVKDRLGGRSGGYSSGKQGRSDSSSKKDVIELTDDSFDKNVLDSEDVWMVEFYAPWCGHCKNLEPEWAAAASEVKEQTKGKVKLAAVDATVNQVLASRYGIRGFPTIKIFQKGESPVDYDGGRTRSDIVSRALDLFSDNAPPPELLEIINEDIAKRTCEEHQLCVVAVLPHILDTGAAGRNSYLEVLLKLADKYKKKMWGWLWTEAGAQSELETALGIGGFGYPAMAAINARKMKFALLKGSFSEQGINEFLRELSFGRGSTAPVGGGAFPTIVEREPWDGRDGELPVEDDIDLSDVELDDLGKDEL
EWS-Fli block: EWS/Fli-driven NR0B1 reporter inhibitors, primary screen, A673 cells, NR0B1 luciferase, luminescence, MLPCN library; 0.67% of 350,000 active; inhibition, % at 12.6 µM; AID 651661, 2012; viability-normalised;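 active means mean inhibition of at least 50% after viability correction, with every replicate also passing that limit; inconclusive means mean reaches 50% but only one of two replicates passes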;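 further: firefly luciferase signal divided by Alamar Blue viability fluorescence both relative to DMSO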
DENV2 CPE: inhibitors of DENV2 cytopathic effect, primary screen, cell-based, plate reader, single concentration. CPE inhibition, % at 9.99 µM. AID 651640, 2012. DENV2-infected cells, cytopathic effect rescue. 1.7% of 350,000 active; in the data active means CPE inhibition above about 20%, passing the limit was not always enough; inconclusive means no clear call, values can overlap the other calls; tested in BHK-21 cells;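 further: 0% = median of neutral control wells and 100% = median of positive control wells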
Xi reactivation: activators of inactive X chromosome reactivation, primary screen, imaging, XiGFP fibroblasts, GFP high-content imaging, set 2; XiGFP mouse fibroblasts, % GFP-positive cells imaging, 3 d; cells co-treated with 5-aza-dC sensitizer; scaled so ellipticine positive control = 100%; activation, % at 7.58 µM; 0.055% of 360,000 active;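 active means mean normalized replicate activation at least 10% and every replicate at or above 10%; inconclusive means only one of the two criteria met; inactive means mean below 10% and not all replicates reach 10%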;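 further: 0% = median of on-plate neutral control wells and 100% = ellipticine 6 µM median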
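System: SV40-immortalized XiGFP fibroblast cells, line 68-5-11 / Incubation: 3-day compound exposure, then 15 min fixation at room temperature / Compound: single concentration per compound, delivered by pin transfer / Buffer or medium: DMEM plus 5-aza-dC sensitizer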
CFTR F508del cor: F508del CFTR correction, initial screen, CFBE line, single point; CFBE cells, YFP halide quenching; stimulated with forskolin plus potentiator P3; % fluorescence drop versus neutral controls; activity (quench increase), % at 7.58 µM; 0.36% of 350,000 active; AID 720511, 2013;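 active means mean added fluorescence quench of at least 8% versus neutral control, with both replicates also reaching 8%; inconclusive means only one of the mean or replicate conditions met; inactive means mean below 8% and not both replicates reaching 8%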;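 further: cells transiently co-express mutant CFTR-F508del with the halide-sensitive YFP; corrector assay measuring rescue of mutant channel to the surface after 24 h compound exposure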
GSIS activator: GLuc luminescence reporter in INS-1E cells, primary screen for activators of glucose-dependent secretion of insulin; AID 743287, 2014; activation, % at 16.6 µM; INS-1E GLuc reporter insulin secretion, 2-3 h; 0.61% of 370,000 active;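 active means lowest replicate activation of at least 40%, so every replicate reaches that level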;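 further: 0% = median of neutral control wells and 100% = median of IBMX positive control wells; some compounds called inactive have numbers as strong as hits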
PAX8 reporter: inhibitors of PAX8-driven TPO luciferase reporter, primary screen, RMG-I cells, single concentration; inhibition, % at 12.6 µM; 1.2% of 360,000 active; SteadyGlo, 24 h; AID 652154, 2013;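 active means mean replicate inhibition at least 60% with every replicate also reaching 60%; inconclusive means only one of the two criteria is met; inactive means mean below 60% and not all replicates reaching 60%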;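 further: luciferase light reporting Pax8 driven TPO promoter activity; plate controls were median of neutral control wells for no effect and mitoxantrone controls for full effect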
ARNT TACC3 PPI: disruptors of ARNT/TACC3 protein interaction, primary screen, biochemical, AlphaScreen, single concentration | AlphaScreen His-ARNT PAS-B/GST-TACC3 binding, luminescence; TACC3 fragment carries E629A point mutation | inhibition, % at 9.99 µM | 0.66% of 390,000 active | AID 623870, 2012;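 active means mean inhibition of replicates at least 50% and at least half of replicates each reaching 50%; inconclusive means half or more replicates reach 50% but mean below 50%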;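 further: 0% = complete ARNT plus TACC3 wells and 100% = ARNT alone without TACC3; many hits fall short of the cut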
An asterisk follows results filed as active; ? = inconclusive; · = no result given; & = joins results of further samples.

SMILES	ERp5 inh	EWS-Fli block	DENV2 CPE	Xi reactivation	CFTR F508del cor	GSIS activator	PAX8 reporter	ARNT TACC3 PPI
C[C@@H]1CN([C@@H](C)CO)C(=O)c2cc(NS(=O)(=O)c3cccs3)ccc2O[C@@H]1CN(C)Cc1ccc(Cl)c(Cl)c1	-3	-1	10	-0.1	4.8	-41	45	-7
CN1c2ccc(-c3cccc(C#N)c3)cc2[C@H]2[C@H](CCN2C(=O)NC2CCCCC2)[C@@H]1CO	·	-10	9	0.0	-0.1	-36	-15	-4
C[C@@H]1CN([C@H](C)CO)C(=O)c2cc(C#CCN(C)C)cnc2O[C@@H]1CN(C)C(=O)Nc1cccc(F)c1	-1	-7	-6	0.0	-3.8	13	·	-2
C/C=C/c1ccc2c(c1)O[C@@H](CN(C)C(=O)Cc1ccccc1)[C@@H](C)CN([C@H](C)CO)S2(=O)=O	1	19	0	-0.1	1.9	-15	·	0
CCOC(=O)c1cnc(-c2ccccc2)nc1N	2	-78	-7	·	2.3	14	·	-3
COCC(=O)Nc1ccc2c(c1)OC[C@@H](C)N(C)C[C@H](C)[C@H](OC)CN(C)C2=O	5	-4	-6	-0.1	0.1	9	·	8
COc1ccc(C=CC(O)CCN2CCC3CCC(C3)C2)cc1 (stereo not drawn)	1	2	-5	0.2	-1.4	·	-7	-11
C[C@@H]1CN([C@H](C)CO)C(=O)CCCn2cc(nn2)CO[C@H]1CN(C)C(=O)Nc1ccccc1F	-1&2&-4	-9&-11&-5	0&-3&-3	0.1&-0.3	-2.0&-4.0&1.3	2&-3	4&-9	-3&-5
CCN(CC)C(=O)C1=C(C)N(Cc2ccc(F)cc2)C(=O)C(CC(=O)NC2CCCC2)C1 (stereo not drawn)	-1	6	?	-0.1	3.5	14	-10	·
CCS(=O)(=O)NCC[C@@H]1CC[C@@H](NC(=O)C2CCCC2)[C@H](CO)O1	-1	11	14	0.2	0.6	7	-1	4
CCC(=O)N1[C@H](CO)[C@@H]2c3ccccc3N(C(=O)c3ccc4c(c3)OCO4)C[C@@H]21	0	2	?	0.3	1.7	7	-1	10
C[C@H](CO)N1C[C@H](C)[C@@H](CN(C)CC2CCCCC2)Oc2ccc(NC(=O)CCCN(C)C)cc2C1=O	-3	-8	10	0.2	-1.4	3	·	15
O=C(CNC(=O)/C=C/c1ccccc1)N=Nc1c(O)n(Cc2ccccc2)c2ccccc12	-8	-2	-1	0.2	-0.8	5	33	·
O=C(C[C@@H]1C[C@H]2c3cc(NC(=O)c4cccnc4)ccc3O[C@H]2[C@H](CO)O1)NCc1cc(F)ccc1F	5	10	-3	0.3	2.5	-6	0	8
COC(=O)c1c(-c2ccccc2)c(-c2ccccc2)nn(C)c1=O	-2	-6	-5	0.3	1.3	28	1	-2
COc1cccc(CNc2nc3cc(-c4cccc(C(=O)NCCO)c4)sc3c(=O)n2C)c1	-6	1	6	0.1	3.8	·	14	·
C[C@H](CO)N1C[C@H](C)[C@H](CN(C)Cc2ccncc2)Oc2ccc(NC(=O)CCCCCC(=O)Nc3ccccc3N)cc2C1=O	18	7	-7	-0.6	0.0	8	·	3
CCOCCCNC(=O)CN1C(=O)c2cccc3cccc1c23	-7	1	2	-0.1	-0.6	12	11	-9
Cc1ccc(S(=O)(=O)N2CCN(C(=S)NCc3ccc4c(c3)OCO4)CC2)cc1	0	14	-8	0.0	2.1	-19	-4	5
CCN(Cc1ccccc1)C(=S)Nc1cc(C(=O)OC)ccc1C(=O)OC	-2	0	·	0.0	1.8	·	41	-4

3 entries from above, ordered by the value under CFTR F508del cor, low to high:
Compound | ERp5 inh | DENV2 CPE | CFTR F508del cor | GSIS activator | ARNT TACC3 PPI
CCC(=O)N1[C@H](CO)[C@@H]2c3ccccc3N(C(=O)c3ccc4c(c3)OCO4)C[C@@H]21 | 0 | ? | 1.7 | 7 | 10
CCN(Cc1ccccc1)C(=S)Nc1cc(C(=O)OC)ccc1C(=O)OC | -2 | · | 1.8 | · | -4
C/C=C/c1ccc2c(c1)O[C@@H](CN(C)C(=O)Cc1ccccc1)[C@@H](C)CN([C@H](C)CO)S2(=O)=O | 1 | 0 | 1.9 | -15 | 0

(continued)
SMILES	ERp5 inh	EWS-Fli block	DENV2 CPE	Xi reactivation	CFTR F508del cor	GSIS activator	PAX8 reporter	ARNT TACC3 PPI
CC(OC(=O)CCN=C1NS(=O)(=O)c2ccccc21)C(=O)Nc1ccccc1F (stereo not drawn)	-2	3	8	-0.1	-1.5	3	-1	·
Cn1cccc1/C=N\NC(=O)C1COc2ccccc2O1 (stereo not drawn)	7	-14	-3	0.0	-3.5	-17	-14	-5
CCCNC(=O)C1(C)CCCN(Cc2ccc(Cl)cc2)C1 (stereo not drawn)	-2	4	1	-0.1	-2.9	·	8	·
O=C1CC(N2CCN(Cc3ccc4c(c3)OCO4)CC2)C(=O)N1c1cccc2ccccc12 (stereo not drawn)	2	6	10	0.3	-1.6	-8	8	3
O=C(CCNS(=O)(=O)c1ccccc1C(F)(F)F)NNC(=O)C1COc2ccccc2O1 (stereo not drawn)	1	-2	-5	0.0	1.8	0	10	1
COc1ccc(-n2cnc3cc([N+](=O)[O-])ccc32)cc1	-5	-11	9	0.2	1.9	6	-13	-2
O=C(NCCSc1ccc(Br)cc1)c1ccc2nc[nH]c2c1	1	-13	-6	-0.2	1.5	5	-30	3
O=C1NCCCC1C(=O)N/N=C/c1cc([N+](=O)[O-])ccc1O (stereo not drawn)	5	-4	7	·	2.9	8	11	70*
Cc1ccccc1C(=O)Nc1ccnn1C1CCN(C(=O)C2CCOC2)CC1 (stereo not drawn)	1	·	1	2.4	-3.6	-4	-2	·
O=S(=O)(Nc1ccc2cn[nH]c2c1)c1ccccc1	11	1	-2	0.1	-10	-2	20	-2
C[C@H]1CN([C@@H](C)CO)C(=O)Cc2cc(NC(=O)Cn3cnnn3)ccc2O[C@H]1CN(C)S(=O)(=O)c1ccc(Cl)cc1	1	-8	1	0.1	3.4	-3	-10	-4
COc1cccc(S(=O)(=O)N2CC[C@@H]3[C@H](CO)Nc4ccc(Br)cc4[C@@H]32)c1	·	-10	·	0.1	-3.4	1	7	-14
CCC(C)NC(=O)C(=O)NCC1CCCN1CC (stereo not drawn)	-2	-14	-1	0.0	-1.2	·	-9	-16
CC1(C(=O)NS(=O)(=O)C2CC2)CCCN(C(=O)c2ccc(C(F)(F)F)cc2)C1 (stereo not drawn)	2	3	0	-0.1	6.8	5	-12	·
Cc1ccc(S(=O)(=O)N2CCCCC2)cc1NC(=O)COC(=O)C1CC1	1	-17	0	0.2	2.1	-3	-10	·
CCCc1ccc(-c2csc(NC(=O)C3=COCCO3)n2)cc1	20	-56	-9	0.3	-1.7	10	-90	-1
CCCNC(=O)N(C)C[C@@H]1Oc2ncc(-c3ccc(F)cc3)cc2C(=O)N([C@H](C)CO)C[C@@H]1C	-3	-3	-7	-0.3	-1.0	11	·	-5
CO[C@H]1CN(C)C(=O)c2ccc(NC(=O)c3ccc(F)cc3)cc2OC[C@H](C)N(C(C)=O)C[C@H]1C	·	-6	·	0.5	-0.4	3	-5	·
CN(C)c1ccc(/C=N\NC(=O)CC#N)cc1	13	-8	18	0.0	-2.4	-16	-16	-7
CC(=O)Nc1c(-c2ccc(Cl)cc2)c(=O)c2ccccc2n1C	1	1	-1	-0.1	0.9	-9	5	-2

In another format: 4 of the compounds above
CC(OC(=O)CCN=C1NS(=O)(=O)c2ccccc21)C(=O)Nc1ccccc1F (stereo not drawn)
  ERp5 inh: -2 | EWS-Fli block: 3 | DENV2 CPE: 8 | Xi reactivation: -0.1 | CFTR F508del cor: -1.5 | GSIS activator: 3 | PAX8 reporter: -1 | ARNT TACC3 PPI: ·
Cn1cccc1/C=N\NC(=O)C1COc2ccccc2O1 (stereo not drawn)
  ERp5 inh: 7 | EWS-Fli block: -14 | DENV2 CPE: -3 | Xi reactivation: 0.0 | CFTR F508del cor: -3.5 | GSIS activator: -17 | PAX8 reporter: -14 | ARNT TACC3 PPI: -5
CCCNC(=O)C1(C)CCCN(Cc2ccc(Cl)cc2)C1 (stereo not drawn)
  ERp5 inh: -2 | EWS-Fli block: 4 | DENV2 CPE: 1 | Xi reactivation: -0.1 | CFTR F508del cor: -2.9 | GSIS activator: · | PAX8 reporter: 8 | ARNT TACC3 PPI: ·
O=C1CC(N2CCN(Cc3ccc4c(c3)OCO4)CC2)C(=O)N1c1cccc2ccccc12 (stereo not drawn)
  ERp5 inh: 2 | EWS-Fli block: 6 | DENV2 CPE: 10 | Xi reactivation: 0.3 | CFTR F508del cor: -1.6 | GSIS activator: -8 | PAX8 reporter: 8 | ARNT TACC3 PPI: 3

Carrying on.
SMILES	ERp5 inh	EWS-Fli block	DENV2 CPE	Xi reactivation	CFTR F508del cor	GSIS activator	PAX8 reporter	ARNT TACC3 PPI
Cc1cc(C)nc(Nc2ccc(Cl)cc2C)n1	0	-11	-4	0.0	-2.9	-11	-15	-3
CCOC(=O)C1(Cc2cccc(Cl)c2)CCCN(C(=O)c2ccoc2C)C1 (stereo not drawn)	-7	-5	-1	1.3	3.2	-21	-5	-2
CCOC(=O)c1ccc2c(c1)sc(=NC(=O)c1ccco1)n2CCOC	·	·	·	0.0	·	65*	-24	-4
COc1cc(C(=O)NCC(=O)OCn2nnc3ccccc3c2=O)cc(OC)c1OC	2	-4	·	0.4	-3.2	4	5	-21
Cc1cc(N)ccc1NC(=O)CN1CCCC1	-2	-69	-3	0.3	2.6	17	1	6
O=C(c1cccc(N2CCNC2=O)c1)N1CCCC(Nc2cccc(F)c2)C1 (stereo not drawn)	7	·	-3	0.0	0.8	7	4	-1
O=C1CCCC2=C1C(c1ccc(O)c(Br)c1)C1=C(CCCC1=O)N2c1ccccc1	3	18	-8	0.0	-0.3	-15	13	1
CC(=O)N1CCc2ccc(S(=O)(=O)Nc3ccccc3Cl)cc21	-4	2	·	-0.1	2.0	2	7	-1
CN1CCN(c2ccc([N+](=O)[O-])cc2NC(=O)c2cccs2)CC1	4	·	?	0.0	0.0	9	-5	1
COc1ncnc2c1ncn2CCCNCc1ccc2c(c1)OCO2	2	-7	-3	-0.1	0.0	-2	-17	·
NC(=O)C1=C[C@@H](c2ccc(Br)cc2)C[C@@H](OCCCCO)O1	5	-9	?	0.0	-0.2	-8	-19	12
c1ccc2[nH]c3cc4ncnc4cc3nc2c1	-2	-117	-1	0.0	-2.1	-2	-123	25
Cc1ccc(-c2cc(Cc3ccc(F)cc3)c(=O)[nH]n2)cc1	1	-4	0	0.0	-0.5	-1	6	-3
CCOC(=O)C1=CCN(S(=O)(=O)c2ccccc2C)C1c1ccc(C)cc1 (stereo not drawn)	-6	-6	10	-0.3	-2.3	-13	-8	·
Cc1ccc(Nc2ncnc(N)n2)cc1	1	-30	5	0.0	-1.0	7	-74	-16
C[C@H](CO)N1C[C@H](C)[C@H](CN(C)S(=O)(=O)c2ccc(Cl)cc2)Oc2c(NC(=O)C3CCOCC3)cccc2C1=O	0	25	-15	2.9	-1.7	6	-3	4
COc1ccc(NC(=O)N2CCCCN3[C@@H](CO)[C@@H](c4ccc(-c5ccccc5C)cc4)[C@@H]3C2)cc1	2	·	-6	0.2	-5.8	-10	0	9

This is a random part of the collection; about 4.2% have a hit in one of these screens.
